# GalR3 antag – antagonists of human GalR3. hit rate 0.44% among 360,000. AID 651719. HEK293 GalR3-CNG cAMP membrane potential fluorescence; galR3 body fused to GalR1 C-terminus. inhibition, % at 3 µM;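 active means inhibition above the screen-wide average plus 3 SD, cut at about 13% in these data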;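 further: forskolin and galanin both at EC90 stimulate the cells; cAMP rise reported by CNG channel membrane potential dye signal; 0% = forskolin plus galanin with DMSO and 100% = forskolin alone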
# Target sequence (O60755 1-299 limits assumed): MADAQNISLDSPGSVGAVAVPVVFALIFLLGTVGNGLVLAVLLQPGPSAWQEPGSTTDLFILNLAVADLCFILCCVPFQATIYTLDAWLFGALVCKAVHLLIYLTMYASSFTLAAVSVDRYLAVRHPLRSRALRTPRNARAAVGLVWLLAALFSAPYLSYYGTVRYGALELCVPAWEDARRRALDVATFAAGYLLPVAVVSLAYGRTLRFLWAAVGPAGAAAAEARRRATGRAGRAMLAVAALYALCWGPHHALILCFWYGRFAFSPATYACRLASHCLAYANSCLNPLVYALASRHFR
# M4 PAM – CHRM4 positive allosteric modulation; P08173; CHO-K1 hM4/Gqi5, Fluo-8 calcium fluorescence, ACh EC20; 0% = ACh EC20, 100% = maximal ACh; activation, % at 3 µM; hit rate 0.4% among 360,000; AID 624126;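 active means activation above its plate's cutoff, the mean activation of sample wells plus 3 SD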; further: some results filed as inactive read as strong as hits
# CRFR2-BP ag – CRF-BP/CRF-R2 complex agonism; HEK293 CRF-R2/CRF-BP, calcium dye fluorescence (FLIPR); percent of saturating CRF peptide response; activation, % at 13.2 µM; hit rate 0.46% among 350,000; AID 588473;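 active means activation of at least 50%, plus an integration ratio under a set limit after plate pattern correction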;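 further: plate controls were neutral control wells without compound for no effect and CRF at EC100 for full effect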
# IDE inh – inhibits human insulin-degrading enzyme in HEK cells. FAbetaB cleavage, fluorescence polarization. inhibition, % at 5.59 µM. hit rate 0.41% among 320,000. AID 434962;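 active means percent inhibition above the average of all tested compounds plus 3 SD, set per screening campaign, cut at about 16% in these data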;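 further: IDE supplied by intact live HEK cells; FP after avidin binding of uncleaved biotin substrate so inhibition keeps polarization high; 0% = DMSO wells and 100% = 60 µM reference IDE inhibitor Ii1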
# CRFBP-R2 block – CRF-BP/CRF-R2 complex antagonism; inhibition, % at 11.8 µM; hit rate 0.59% among 350,000; AID 588475; HEK293 CRF-R2/CRF-BP, CRF-induced calcium fluorescence;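 active means inhibition of the ligand-induced calcium signal above about 50% at the single tested concentration, limit read from the data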
# IDE act – activators of human insulin-degrading enzyme in cells; P14735; HEK cells, FAbeta-B cleavage, fluorescence polarization; 0% vehicle, 100% cell-free pure enzyme wells; activation, % at 5.96 µM; hit rate 0.073% among 340,000; AID 493087;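 active means activation above the mean of all tested compounds plus 3 SD, set per screening campaign, cut at about 17% in these data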
# PHOSPHO1 block – blocks human PHOSPHO1 phosphatase activity. hit rate 1.1% among 290,000. Q8TCT1. inhibition, % at 13.3 µM. recombinant PHOSPHO1, absorbance phosphatase assay; in the data active means inhibition above about 60%
# MEKK3 PB1 HTS – raises or lowers MEK5 binding to the human MEKK3 PB1 domain; hit rate 1.4% among 290,000; Q99759; binding response (% of control), % at 10 µM; AID 1529; bead-based flow cytometry, Alexa488-MEK5 binding to MEKK3; actives lie on both sides; 0 = blocked by unlabeled MEK5, 100 = vehicle;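 active means binding response more than 3 SD above or below the average of its plate-row segment, actives on both sides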;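 further: Alexa488 bead fluorescence after subtracting the streptavidin-only scavenger bead signal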
# Target sequence (Q99759 whole entry, looked up, the tested form may be a part): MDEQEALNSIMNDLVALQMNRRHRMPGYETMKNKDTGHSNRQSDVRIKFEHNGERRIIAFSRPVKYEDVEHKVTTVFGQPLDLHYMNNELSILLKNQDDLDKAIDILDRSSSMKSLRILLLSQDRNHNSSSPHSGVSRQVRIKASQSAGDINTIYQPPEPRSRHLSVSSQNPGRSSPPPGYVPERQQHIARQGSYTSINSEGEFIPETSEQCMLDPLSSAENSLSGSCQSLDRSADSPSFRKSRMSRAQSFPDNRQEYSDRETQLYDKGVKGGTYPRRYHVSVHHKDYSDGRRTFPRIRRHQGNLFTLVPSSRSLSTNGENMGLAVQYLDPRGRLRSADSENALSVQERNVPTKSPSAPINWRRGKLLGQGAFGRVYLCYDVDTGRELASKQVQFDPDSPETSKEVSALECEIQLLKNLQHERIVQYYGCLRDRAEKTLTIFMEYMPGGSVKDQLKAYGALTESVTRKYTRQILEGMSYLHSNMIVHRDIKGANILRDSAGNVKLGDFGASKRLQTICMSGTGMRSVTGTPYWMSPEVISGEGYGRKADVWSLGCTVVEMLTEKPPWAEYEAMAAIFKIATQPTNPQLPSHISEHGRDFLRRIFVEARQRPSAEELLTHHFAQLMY
# p-CIP stab down – p/CIP protein destabilization. decrease of EGFP signal, % at 10 µM. F442A p/CIP-EGFP cells, EGFP fluorescence, 16 h. AID 1984. Q05BA5. hit rate 0.01% among 290,000;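 active means EGFP signal decrease of at least 30% at 10 µM or well 3 SD below plate mean, unless failing retest; inactive means the rest, including hits failing retest or dose response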; further: some compounds called inactive have numbers as strong as hits; many of its hits are not listed in these tables
# Active calls of the source: *; / = not tested or not shown. Compounds as they come, and some 4.2% of all compounds hit somewhere here.
structure,GalR3 antag,M4 PAM,CRFR2-BP ag,IDE inh,CRFBP-R2 block,IDE act,PHOSPHO1 block,MEKK3 PB1 HTS,p-CIP stab down
Cc1cc(OC(=O)c2cccc(F)c2)c([N+](=O)[O-])c(=O)[nH]1,-9,3,0.8,7,-19,0,-14,99,14
O=C(NCCCc1ccccc1)c1ccc(CS(=O)Cc2ccc(Cl)cc2)o1 (configuration not stated),1,-4,-0.5,3,-2,6,48,100,-2
Cc1ccc2nc(Nc3nc(C)cc(C(F)(F)F)n3)nc(C)c2c1,-4,9,-2.2,-1,4,8,-46,84,-5
CC1CCN(c2nc(Cl)nc(Nc3ccc([N+](=O)[O-])cc3)n2)CC1,0,-3,-0.8,2,-27,2,5,101,6
CCc1cccc(NC(=O)CN(C)S(=O)(=O)c2cccc3nsnc23)c1,-3,3,-1.2,-3,25,-6,-6,110,5
Cc1ccc(S(=O)(=O)Nc2ccc3c(c2)CCC3)cc1C,1,-7,-1.0,6,31,4,12,100,5
C=CCNC(=O)N[C@@H](Cc1ccccc1)C(=O)OC,5,-3,-0.8,-3,-8,3,3,102,0
CCN=C1SC(C(=O)Nc2cc(Cl)cc(Cl)c2)CC(=O)N1CC (configuration not stated),0,-1,2.4,1,-4,1,-7,107,3
COCC1CCN(C(=O)c2cc(COc3ccccc3SC)on2)C1 (configuration not stated),0,8,-1.5,2,1,4,48,101,-9
CNCc1ccccc1OCc1ccccc1F,-2,2,-1.6,-1,16,-2,30,106,-9
Cc1cc(C)c(S(=O)(=O)NCc2ccccn2)c(C)c1,-10,1,-0.4,6,6,1,34,102,18
COc1ccc(CNC(=O)CC2(CC(=O)O)CCCCC2)cc1,-5,0,-0.4,6,6,1,-8,103,8
CCn1c(SCC(=O)NCc2ccc3c(c2)OCO3)nnc1-c1cccs1,-3,7,-3.6,1,0,6,17,101,-7
Cc1ccc(C)c(NC(=O)c2ccccc2O)c1,0,-4,62*,-1,25,3,17,100,-1
CCn1c(=O)c(C(=O)NCc2ccc(Cl)cc2)c(O)c2ccccc21,3,4,4.0,/,-15,2,19,96,2
C=CCN1C(=O)/C(=C\c2ccc(Cl)cc2)N=C1SCC(=O)NCCC,1,-2,5.2,-2,17,2,-15,104,-7
O=C(CN1CCN(c2ccccn2)CC1)Nc1ccccc1F,-8,-1,0.8,9,-3,2,/,105,-2
CN(CCO)c1cnccn1,-4,2,0.4,-5,-3,0,44,97,-1
CC(Sc1ccccc1)C(=O)NNC(=O)c1csc(N2CCOCC2)n1 (configuration not stated),-2,7,-0.4,1,-5,0,/,/,/
CCOc1ccc(S(=O)(=O)N2CCOCC2)cc1NC(=O)CSC(=S)N1CCCC1,-5,10,1.3,4,7,5,/,/,/

# Three of the entries above in order of the p-CIP stab down value, ascending:
structure,GalR3 antag,M4 PAM,CRFR2-BP ag,IDE inh,CRFBP-R2 block,IDE act,PHOSPHO1 block,MEKK3 PB1 HTS,p-CIP stab down
O=C(CN1CCN(c2ccccn2)CC1)Nc1ccccc1F,-8,-1,0.8,9,-3,2,/,105,-2
CCc1cccc(NC(=O)CN(C)S(=O)(=O)c2cccc3nsnc23)c1,-3,3,-1.2,-3,25,-6,-6,110,5
Cc1cc(C)c(S(=O)(=O)NCc2ccccn2)c(C)c1,-10,1,-0.4,6,6,1,34,102,18

# Other compounds follow.
structure,GalR3 antag,M4 PAM,CRFR2-BP ag,IDE inh,CRFBP-R2 block,IDE act,PHOSPHO1 block,MEKK3 PB1 HTS,p-CIP stab down
CN(C)S(=O)(=O)N1CCC(Oc2ccc(C(=O)N3CCCCCCC3)cc2)CC1,-3,11,0.0,10,1,-2,8,103,-10
CCCn1c(=S)[nH]c2cc(C(=O)N3CCN(C4CCCCC4)CC3)ccc2c1=O,-1,6,-3.8,1,-28,-2,45,99,-5
CC(C)N(C(=O)COC(=O)c1ccccc1C(=O)N1CCN(c2ccc(F)cc2)CC1)C(C)C,-2,-1,1.2,0,10,2,20,97,-13
COCC(C)n1c(C)cc(C(=O)CN2C(=O)NC(Cc3c[nH]c4ccccc34)C2=O)c1C (configuration not stated),3,0,-1.6,-3,16,2,11,100,-1
O=C(OCC(=O)N(CCc1ccccc1)Cc1ccccc1)c1cc(S(=O)(=O)N2CCOCC2)ccc1F,-7,-2,3.7,5,1,3,/,/,/
O=C(Cn1c(=O)oc2ccccc21)NCCc1ccccc1Cl,12,-5,1.4,0,-9,1,-22,105,11
COc1ccc(NC(=O)NNC(=O)CCc2ccc(O)c(O)c2)cc1OC,-6,-1,1.2,-2,-21,-8,33,102,-5
CC(C)S(=O)(=O)C/C(N)=N/OC(=O)c1cc(Cl)cc(Cl)c1,-6,0,-0.2,1,-8,/,10,101,-16
O=[N+]([O-])c1ccccc1CNc1ccc(F)c(Cl)c1,-7,-2,-2.7,3,2,-1,-18,96,-2
C=CCN1C(=O)SC(Cc2cccc(OC)c2O)C1=O (configuration not stated),-2,2,-3.1,-2,-15,-2,20,86,-9
COc1ccc(N2CCN(CC(=O)Nc3c(C)cc(C)cc3C)CC2)cc1,-4,-2,-2.7,-2,14,5,0,103,0
Cc1ncc(CO)c(CO)c1O,/,1,-0.1,5,8,3,/,/,/
CC1CC(C)CN(C(=O)C2CCCN(S(=O)(=O)c3cnc[nH]3)C2)C1 (configuration not stated),-4,-7,0.0,2,6,-3,48,107,-8
CC(=O)Nc1nc(-c2ccc(Br)s2)cs1,-3,3,0.4,8,9,1,20,99,-11
NC(=O)CSc1nc2cc(S(=O)(=O)N3CCOCC3)ccc2o1,-7,5,-0.4,2,-8,6,/,/,/
COc1cccc(NC(=O)CN(C)C(=O)c2ccc3c(c2)S(=O)(=O)N=C2CCCCCN23)c1,-4,9,2.5,-3,12,0,/,/,/
CCn1c(/C=C/c2ccc([N+](=O)[O-])o2)nc2ccccc2c1=O,0,5,2.9,4,-28,1,-2,106,-54
O=C(CN1c2cccc3cccc(c23)S1(=O)=O)NC1CCCCC1,-7,4,-2.6,2,70*,1,/,/,/
O=C(CSc1nnc(CNC(=O)c2ccc(F)cc2)o1)NCC1CCCO1 (configuration not stated),-2,8,0.2,-2,9,0,-43,102,-4
CCCC(=O)NCCc1cc2c(C)ccc(C)c2[nH]c1=O,-2,-8,0.5,0,8,5,-3,112,-6

# Quoted from the listing.
# Value of `O=[N+]([O-])c1ccccc1CNc1ccc(F)c(Cl)c1` in M4 PAM: -2
# Value of `COCC(C)n1c(C)cc(C(=O)CN2C(=O)NC(Cc3c[nH]c4ccccc34)C2=O)c1C` (configuration not stated) in MEKK3 PB1 HTS: 100

# (more compounds)
structure,GalR3 antag,M4 PAM,CRFR2-BP ag,IDE inh,CRFBP-R2 block,IDE act,PHOSPHO1 block,MEKK3 PB1 HTS,p-CIP stab down
COc1ccc(CCN=C(N)Nc2nc(C)cc(C)n2)cc1,-1,-3,1.8,3,0,4,-8,104,-8
Cc1cc(C)c2[nH]c(=O)c(CN(Cc3ccc4c(c3)OCO4)Cc3nnnn3C3CCCC3)cc2c1,-3,-6,0.1,1,-10,2,-3,92,4
COc1ccc(Br)cc1C(=O)NC(=S)Nc1cc(-c2nc3ccccc3[nH]2)ccc1C,-4,-8,0.7,25*,11,-14,-27,99,-1
CC(=O)c1ccccc1NC(=O)CN1C(=O)CS/C1=C\c1nc(-c2ccc(C)cc2)cs1,-5,14,0.0,8,4,2,-134,99,-19
Cc1ccccc1NC(=O)CN1C(=O)c2cccnc2Oc2ccc(Cl)cc21,4,12,-0.6,-3,5,-5,30,99,-14
O=C1OCCN1C(=O)[C@H]1[C@H](c2ccc([N+](=O)[O-])cc2)C(c2cccc(Cl)c2)=NN1c1ccc(Br)cc1,-7,14,0.2,/,-11,1,/,/,/
O=C(NCc1ccccc1F)c1ccc(S(=O)(=O)N2CCCC2)cc1,-7,3,-2.2,/,4,/,/,/,/
Cc1cc(C)nc(N2CCC(C(=O)NCc3ccco3)CC2)n1,-5,2,-0.1,3,12,0,21,99,2
O=[N+]([O-])c1ccc(-c2cccnc2)cc1,-5,1,-1.5,/,3,7,/,/,/
CCOC(=S)SCC(=O)N1CCc2ccccc2C1C1C(=O)CC(C)(C)CC1=O (configuration not stated),-1,-2,2.1,-4,-7,-3,-3,100,1
CC1=C(C(=O)N(C(C)C)C(C)C)CC(CC(=O)NCCc2ccccn2)C(=O)N1Cc1ccccc1 (configuration not stated),0,11,0.5,/,8,/,/,/,/
Cc1c(C(=O)O)oc2c1/C(=N\O)CC(C)(C)C2,-1,16,-0.9,3,17,-1,5,113,2
CNC(=O)c1csc(-c2ccccc2)n1,-6,-1,-0.8,-2,12,-2,7,97,-19
CC1CCCC(NC(=O)COC(=O)CSc2ccc3ccccc3c2)C1C (configuration not stated),-1,2,-0.2,3,-3,0,3,103,3
O=C1CC2CS(=O)(=O)CC2N1c1ccc(Cl)cc1Cl (configuration not stated),-3,2,1.5,-3,-14,5,5,104,0
COc1ccc(N2CCN(c3c(S(=O)(=O)c4ccccc4)cnc4ccc(OC)cc34)CC2)cc1,1,-15,-0.5,1,12,-4,-4,103,-2
CC(=O)c1c(C)[nH]c(C(=O)N2c3ccccc3CC2C)c1C (configuration not stated),1,-3,-2.2,-1,20,1,4,98,-19
C=CCNC(=S)NNC(=O)c1cccc2ccccc12,-3,-1,-2.2,-1,8,6,-26,96,13
Cc1nc(NC(=O)CN2CCOCC2)sc1C(=O)N(C)C,-6,1,0.3,1,-1,3,44,104,-18
CC(C)(C)[C@@H]1COC(=O)[C@@H](Cc2ccc(F)cc2)CC/C=C\C[C@@H](CC(=O)N(CCO)Cc2ccccc2)C(=O)N1,-9,0,-0.1,1,11,0,/,/,/
CNc1ccccc1C(=O)OC(C)C(=O)Nc1ccc(Cl)cn1 (configuration not stated),3,12,1.2,-4,0,5,41,97,-15
Cc1nn(Cc2ccc(Cl)cc2Cl)c(C)c1NC(=O)C1C2CCC(O2)C1C(=O)O (configuration not stated),-3,-11,-3.3,4,8,8,-17,105,6

# Laid out differently: entries from further up.
# Fields: GalR3 antag	M4 PAM	CRFR2-BP ag	IDE inh	CRFBP-R2 block	IDE act	PHOSPHO1 block	MEKK3 PB1 HTS	p-CIP stab down
> COc1ccc(CCN=C(N)Nc2nc(C)cc(C)n2)cc1
 : -1	-3	1.8	3	0	4	-8	104	-8
> O=[N+]([O-])c1ccc(-c2cccnc2)cc1
 : -5	1	-1.5	/	3	7	/	/	/
> Cc1nc(NC(=O)CN2CCOCC2)sc1C(=O)N(C)C
 : -6	1	0.3	1	-1	3	44	104	-18
> CC1=C(C(=O)N(C(C)C)C(C)C)CC(CC(=O)NCCc2ccccn2)C(=O)N1Cc1ccccc1 (configuration not stated)
 : 0	11	0.5	/	8	/	/	/	/
> CNc1ccccc1C(=O)OC(C)C(=O)Nc1ccc(Cl)cn1 (configuration not stated)
 : 3	12	1.2	-4	0	5	41	97	-15
> CNC(=O)c1csc(-c2ccccc2)n1
 : -6	-1	-0.8	-2	12	-2	7	97	-19

# Bioassay records as filed in PubChem.
